ADAM17 inh: inhibits human ADAM17. P78536. recombinant ADAM17, EDANS/DABCYL FRET peptide cleavage. inhibition, % at 6.95 µM. 370,000 compounds, 0.83% hits. AID 720648;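 active = inhibition above the mean of compounds lying between control limits plus 3 SD, set per campaign, cut at about 8.5% in these data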;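 note: 0% = DMSO-only wells as the low control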
PLC-gamma1 inh: PLC-gamma1 (human) inhibition, primary screen; purified PLC-gamma1, fluorogenic substrate, fluorescence; inhibition, % at 12.2 µM; 370,000 compounds, 0.84% hits; in the data active = inhibition above about 9.5%
ASAP1 GAP inh: inhibitors of human ASAP1 ArfGAP activity; Q9ULH1; ASAP1-stimulated ARF1 GTP hydrolysis, GDP FP detection; inhibition, % at 16.5 µM; 360,000 compounds, 0.19% hits; in the data active = inhibition above about 25%;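 note: 0% = vehicle with enzyme and substrate and 100% = no enzyme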
ARFGAP1 inhibitor: inhibitors of rat ARFGAP1; Arfgap1-stimulated ARF1 GTP hydrolysis, GDP FP detection; 360,000 compounds, 0.26% hits; inhibition, % at 16.5 µM; AID 651572;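 active = inhibition above a per-plate limit, mean inhibition of low control wells plus 3 SD, cut at about 25% in these data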;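 note: 0% = DMSO wells with enzyme and 100% = wells lacking Arfgap1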
Target sequence (Q62848 1-136 limits assumed): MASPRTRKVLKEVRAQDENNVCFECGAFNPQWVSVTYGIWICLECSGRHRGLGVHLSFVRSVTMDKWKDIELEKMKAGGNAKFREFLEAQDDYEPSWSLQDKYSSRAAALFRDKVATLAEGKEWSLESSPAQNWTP
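system = rat Arfgap1 catalytic domain, aa 1-136 | technique = FP, GDP Alexa 633 tracer displaced from anti-GDP antibody, 620/688 nm | compound = one concentration, 16.5 µM, DMSO 1.26% | medium = HEPES-based buffer, pH 7.5 | timing = compound-enzyme preincubation 20 min, reaction 120 min, detection 60 min, 25 °C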
Tn7 DDE FP: inhibitors of Tn7 peptide binding to human fibrin DD(E); FP displacement of FITC-Tn7 peptide from fibrin DD(E); 0% = median of compound wells per plate; inhibition, % at 8.3 µM; 370,000 compounds, 0.13% hits; AID 720508;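 active = inhibition above the mean of compounds falling within the control limits plus 3 SD of them, cut at about 14% in these data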;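 note: 0% = plate median of compound wells and 100% = 10 µM Aha-Tn7 peptide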
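Test system – human fibrin DD(E) · Times – 10 min preincubation, 3 h with tracer, room temperature · Detection – fluorescence polarization of the labelled Tn7 tracer · Measure – percent inhibition normalized to high-control wells · Benchmarks – high control wells with 10 µM unlabelled Aha-Tn7 peptide (full inhibition) · Repeats – singlicate testing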
proKLK7 act: activates the human kallikrein-7 zymogen. purified proKLK7, EDANS-DABCYL substrate fluorescence; 100% is mature enzyme control, 0% vehicle. activation, % at 7 µM. 370,000 compounds, 0.9% hits. AID 652039;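 active = activation above the mean of all tested compounds plus 3 SD, computed per campaign excluding outliers beyond control limits, cut at about 13% in these data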
Tn6 DDE FP: DD(E)-Tn6 binding inhibition, primary FP screen; Fibrin DD(E) TRITC-Tn6 fluorescence polarization displacement; inhibition, % at 8.3 µM; 370,000 compounds, 0.21% hits; AID 720509;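 active = inhibition above a per-campaign cutoff: mean of compounds within control limits plus 3 SD, cut at about 15% in these data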;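 note: 0% = median of all compound wells on the plate and 100% = blocking peptide control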
ADAM10 inh: ADAM10 inhibition, QFRET primary screen; inhibition, % at 7 µM; 370,000 compounds, 0.62% hits; AID 720582; recombinant ADAM10, EDANS/DABCYL FRET peptide cleavage, 3 h;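 active = inhibition above a per-campaign cutoff equal to the mean of compounds falling between control-based bounds plus 3 SD, cut at about 20% in these data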;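 note: 0% = DMSO wells while the 100% control is not disclosed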
Target sequence (O14672 214-748 limits assumed): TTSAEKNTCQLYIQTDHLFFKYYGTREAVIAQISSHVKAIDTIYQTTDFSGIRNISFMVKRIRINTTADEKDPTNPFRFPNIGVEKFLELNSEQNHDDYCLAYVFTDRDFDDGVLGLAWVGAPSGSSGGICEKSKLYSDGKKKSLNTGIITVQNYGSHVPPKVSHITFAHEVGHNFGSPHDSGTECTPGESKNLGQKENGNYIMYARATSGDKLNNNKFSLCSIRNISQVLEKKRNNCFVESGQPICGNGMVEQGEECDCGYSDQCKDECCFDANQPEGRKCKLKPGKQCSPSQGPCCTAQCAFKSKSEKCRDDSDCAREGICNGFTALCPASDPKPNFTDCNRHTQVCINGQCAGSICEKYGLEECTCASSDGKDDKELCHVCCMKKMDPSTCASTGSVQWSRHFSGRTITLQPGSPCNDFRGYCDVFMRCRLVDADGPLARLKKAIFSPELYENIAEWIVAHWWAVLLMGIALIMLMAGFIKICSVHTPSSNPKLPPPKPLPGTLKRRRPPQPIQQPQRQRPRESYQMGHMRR
LEDGF integ inh: blocks HIV-1 LEDGF/p75-dependent DNA integration | TR-FRET IN-LEDGF/p75 DNA integration, Eu/Cy5 | inhibition, % at 3.7 µM | 370,000 compounds, 0.64% hits;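 active = inhibition above the screen-wide mean plus 3 SD, cut at about 13% in these data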;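 note: signal is the Cy5 over europium emission ratio at 671 and 618 nm; 0% = plate median of compound wells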
TDP2 absorb: blocks human TDP2 phosphodiesterase activity | O95551 | recombinant TDP2, T5PNP hydrolysis, p-nitrophenol absorbance 415 nm | inhibition, % at 12.8 µM | 370,000 compounds, 0.34% hits;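 active = inhibition above the mean of all tested compounds plus 3 SD, set per campaign, cut at about 25% in these data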;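 note: 0% = DMSO with enzyme and 100% = buffer with substrate but no TDP2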
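Read-out basis: percent inhibition. System: recombinant human TDP2. Buffer or medium: Mg2+-containing Tris-HCl buffer, pH 7.5. Repeats: single replicate. Timing: reaction 2 h, 37 °C. Benchmarks: high control without enzyme, low control DMSO plus TDP2. Probe or stimulus: 5 mM T5PNP. Doses: 12.8 µM only. Measured by: epi absorbance of p-nitrophenol freed from T5PNP by hydrolysis.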
The depositor's hits bear a star; i = inactive.

1) O=C1CC[C@@H]2CC3(C[C@@H]4CCN1[C@H]24)Nc1ccccc1NC3=NC1CCCCC1 (some centres not stated)
2) Cn1cnc([N+](=O)[O-])c1S(=O)(=O)Oc1cccc2ccccc12
3) CC1CN(C(=O)c2ccc(CNS(=O)(=O)c3cccc(Cl)c3)cc2)CC(C)O1 (configuration not stated)
4) Cc1cc(C)cc(NCc2ccncc2)c1
5) COc1ccccc1NC(=S)N(Cc1ccccn1)Cc1ccccc1Cl
6) O=c1[nH]c(N2CCN(Cc3ccc4c(c3)OCO4)CC2)nc2c1CCCC2
7) CC(OC(=O)c1ccc(-n2cnnn2)cc1)C(=O)Nc1ccccc1F (configuration not stated)
8) Cc1cccc(CN(C)C[C@H]2OCc3cnnn3CCCC(=O)N([C@@H](C)CO)C[C@@H]2C)c1

Screen / compound no.,1,2,3,4,5,6,7,8
ADAM17 inh,-4.3,3.6,-3.0,-5.5,8.2,1.9,-2.6,-3.4
PLC-gamma1 inh,-2.2,-3.9,0.6,-2.5,3.5,2.2,-3.1,0.5
ASAP1 GAP inh,-2.1,-1.8,11.9,-5.3,-1.1,3.6,0.1,-11.7
ARFGAP1 inhibitor,-1.1,6.8,3.1,-10.5,0.5,6.3,-2.2,-11.3
Tn7 DDE FP,3.9,1.9,3.2,7.3,-2.1,2.7,7.4,8.2
proKLK7 act,0.1,0.0,0.5,0.2,1.0,-0.2,-0.4,-0.2
Tn6 DDE FP,-4.9,-9.8,1.1,5.4,-1.8,0.2,0.8,-0.7
ADAM10 inh,-2.0,1.9,-1.0,-1.2,-2.5,-13.1,-15.9,-12.7
LEDGF integ inh,-1.9,-2.1,-1.7,-5.9,-3.0,1.8,-8.9,-6.0
TDP2 absorb,10.4,-13.7,12.1,1.2,-9.4,-2.0,-3.1,6.7

9) O=C(Cn1cnc(Cl)c1Cl)c1ccc(F)cc1
10) CCOC(=O)C1CCN(C(=O)c2cc(S(=O)(=O)N3CCc4ccccc43)ccc2OC)CC1
11) COc1ccc(C2(C)NC(=O)N(CC(=O)NC3(C#N)CCCCC3)C2=O)cc1 (configuration not stated)
12) CC(C)c1cc(C(F)(F)F)n2nc(C(=O)Nc3ccc4c(c3)OCO4)cc2n1
13) O=C(CCC(=O)OCc1ccc([N+](=O)[O-])cc1Cl)Nc1ccccc1
14) COc1ccc(Cn2c(=S)[nH]c3ccccc3c2=O)cc1
15) Cc1cccn2c(=O)c(/C=C(\C#N)S(=O)(=O)c3ccccc3)c(N3CCCCC3)nc12
16) CCCCNC(=O)c1ccc2c(OCC)n(CCCC)nc2c1

Screen / compound no.,9,10,11,12,13,14,15,16
ADAM17 inh,-0.6,1.1,-0.5,0.4,-3.3,-2.0,-30.2,-167.8
PLC-gamma1 inh,-0.5,1.6,0.9,-0.8,-0.2,-2.1,-26.5,-269.9
ASAP1 GAP inh,-7.4,11.7,0.1,-2.5,-2.3,7.9,-2.6,1.9
ARFGAP1 inhibitor,8.5,-3.1,2.6,-10.1,2.6,6.6,-4.1,3.7
Tn7 DDE FP,1.5,4.0,-3.5,4.4,-1.3,0.7,-0.5,-2.0
proKLK7 act,0.1,0.6,0.7,0.3,0.2,0.1,0.4,2.4
Tn6 DDE FP,-2.9,7.7,-1.0,1.1,0.4,-2.0,1.1,-0.8
ADAM10 inh,10.2,-5.4,3.4,-2.6,-3.4,-10.4,-65.6,i
LEDGF integ inh,-4.8,-2.0,2.3,4.4,-0.4,-1.9,-0.6,-0.4
TDP2 absorb,-15.5,5.4,10.3,-4.7,7.6,-1.6,-1.6,12.5

17) CN(C)/C=N/c1c(C(=O)NCc2ccccc2)nnn1Cc1ccccc1
18) O=C(NCCCO)C(=O)NCC1OCCCN1S(=O)(=O)c1cccs1 (configuration not stated)
19) COC(=O)c1ccc(-n2nnnc2SCC(=O)Nc2ccccc2F)cc1
20) CCOc1ccccc1N(CC(=O)N/N=C(\C)c1cccc(Br)c1)S(C)(=O)=O
21) CCOc1ccc(CCNC(=O)COC(=O)/C=C/c2ccc(OCC#N)c(OC)c2)cc1OCC
22) Cc1cc(OCC(=O)NCc2ccccn2)c2c(C)c(Cc3ccccc3)c(=O)oc2c1
23) CCOC(=O)C1(CCOc2ccccc2)CCN(Cc2cc(OC)c3c(c2)OCO3)CC1

Screen / compound no.,17,18,19,20,21,22,23
ADAM17 inh,-5.0,2.4,-5.3,-1.4,-1.5,-19.6,2.8
PLC-gamma1 inh,-0.5,3.1,-0.8,1.9,-2.3,-10.9,-0.4
ASAP1 GAP inh,5.2,13.2,-7.1,4.9,5.0,4.5,11.4
ARFGAP1 inhibitor,5.8,5.9,14.6,10.5,1.8,5.5,0.3
Tn7 DDE FP,1.2,-6.0,3.1,-8.7,4.1,9.3,-0.6
proKLK7 act,0.2,0.6,0.2,0.2,-0.2,-1.9,0.4
Tn6 DDE FP,-4.8,-3.8,-4.6,-1.1,-7.0,-3.6,4.9
ADAM10 inh,-3.3,4.8,-2.0,-0.1,-15.2,-65.9,2.0
LEDGF integ inh,-0.2,4.0,-0.5,1.8,1.1,4.0,3.4
TDP2 absorb,1.4,-0.5,0.8,-3.3,-0.6,-0.5,3.0

Rewritten with tabs: entries from further up.
no.	molecule	ADAM17 inh	PLC-gamma1 inh	ASAP1 GAP inh	ARFGAP1 inhibitor	Tn7 DDE FP	proKLK7 act	Tn6 DDE FP	ADAM10 inh	LEDGF integ inh	TDP2 absorb
13	O=C(CCC(=O)OCc1ccc([N+](=O)[O-])cc1Cl)Nc1ccccc1	-3.3	-0.2	-2.3	2.6	-1.3	0.2	0.4	-3.4	-0.4	7.6
14	COc1ccc(Cn2c(=S)[nH]c3ccccc3c2=O)cc1	-2.0	-2.1	7.9	6.6	0.7	0.1	-2.0	-10.4	-1.9	-1.6
15	Cc1cccn2c(=O)c(/C=C(\C#N)S(=O)(=O)c3ccccc3)c(N3CCCCC3)nc12	-30.2	-26.5	-2.6	-4.1	-0.5	0.4	1.1	-65.6	-0.6	-1.6
16	CCCCNC(=O)c1ccc2c(OCC)n(CCCC)nc2c1	-167.8	-269.9	1.9	3.7	-2.0	2.4	-0.8	i	-0.4	12.5
17	CN(C)/C=N/c1c(C(=O)NCc2ccccc2)nnn1Cc1ccccc1	-5.0	-0.5	5.2	5.8	1.2	0.2	-4.8	-3.3	-0.2	1.4
18	O=C(NCCCO)C(=O)NCC1OCCCN1S(=O)(=O)c1cccs1 (configuration not stated)	2.4	3.1	13.2	5.9	-6.0	0.6	-3.8	4.8	4.0	-0.5
19	COC(=O)c1ccc(-n2nnnc2SCC(=O)Nc2ccccc2F)cc1	-5.3	-0.8	-7.1	14.6	3.1	0.2	-4.6	-2.0	-0.5	0.8
20	CCOc1ccccc1N(CC(=O)N/N=C(\C)c1cccc(Br)c1)S(C)(=O)=O	-1.4	1.9	4.9	10.5	-8.7	0.2	-1.1	-0.1	1.8	-3.3
21	CCOc1ccc(CCNC(=O)COC(=O)/C=C/c2ccc(OCC#N)c(OC)c2)cc1OCC	-1.5	-2.3	5.0	1.8	4.1	-0.2	-7.0	-15.2	1.1	-0.6
22	Cc1cc(OCC(=O)NCc2ccccn2)c2c(C)c(Cc3ccccc3)c(=O)oc2c1	-19.6	-10.9	4.5	5.5	9.3	-1.9	-3.6	-65.9	4.0	-0.5

Source: PubChem (The Scripps Research Institute Molecular Screening Center)

The order is random, and some 4.2% of all compounds hit somewhere here.
